# PLCg1 inh: inhibitors of human phospholipase C gamma1. purified PLC-gamma1, fluorogenic substrate, fluorescence. inhibition, % at 12.2 µM. hit rate 0.84% among 370,000. AID 720700; in the data active = inhibition above about 9.5%
# Target sequence (P19174 whole entry, looked up): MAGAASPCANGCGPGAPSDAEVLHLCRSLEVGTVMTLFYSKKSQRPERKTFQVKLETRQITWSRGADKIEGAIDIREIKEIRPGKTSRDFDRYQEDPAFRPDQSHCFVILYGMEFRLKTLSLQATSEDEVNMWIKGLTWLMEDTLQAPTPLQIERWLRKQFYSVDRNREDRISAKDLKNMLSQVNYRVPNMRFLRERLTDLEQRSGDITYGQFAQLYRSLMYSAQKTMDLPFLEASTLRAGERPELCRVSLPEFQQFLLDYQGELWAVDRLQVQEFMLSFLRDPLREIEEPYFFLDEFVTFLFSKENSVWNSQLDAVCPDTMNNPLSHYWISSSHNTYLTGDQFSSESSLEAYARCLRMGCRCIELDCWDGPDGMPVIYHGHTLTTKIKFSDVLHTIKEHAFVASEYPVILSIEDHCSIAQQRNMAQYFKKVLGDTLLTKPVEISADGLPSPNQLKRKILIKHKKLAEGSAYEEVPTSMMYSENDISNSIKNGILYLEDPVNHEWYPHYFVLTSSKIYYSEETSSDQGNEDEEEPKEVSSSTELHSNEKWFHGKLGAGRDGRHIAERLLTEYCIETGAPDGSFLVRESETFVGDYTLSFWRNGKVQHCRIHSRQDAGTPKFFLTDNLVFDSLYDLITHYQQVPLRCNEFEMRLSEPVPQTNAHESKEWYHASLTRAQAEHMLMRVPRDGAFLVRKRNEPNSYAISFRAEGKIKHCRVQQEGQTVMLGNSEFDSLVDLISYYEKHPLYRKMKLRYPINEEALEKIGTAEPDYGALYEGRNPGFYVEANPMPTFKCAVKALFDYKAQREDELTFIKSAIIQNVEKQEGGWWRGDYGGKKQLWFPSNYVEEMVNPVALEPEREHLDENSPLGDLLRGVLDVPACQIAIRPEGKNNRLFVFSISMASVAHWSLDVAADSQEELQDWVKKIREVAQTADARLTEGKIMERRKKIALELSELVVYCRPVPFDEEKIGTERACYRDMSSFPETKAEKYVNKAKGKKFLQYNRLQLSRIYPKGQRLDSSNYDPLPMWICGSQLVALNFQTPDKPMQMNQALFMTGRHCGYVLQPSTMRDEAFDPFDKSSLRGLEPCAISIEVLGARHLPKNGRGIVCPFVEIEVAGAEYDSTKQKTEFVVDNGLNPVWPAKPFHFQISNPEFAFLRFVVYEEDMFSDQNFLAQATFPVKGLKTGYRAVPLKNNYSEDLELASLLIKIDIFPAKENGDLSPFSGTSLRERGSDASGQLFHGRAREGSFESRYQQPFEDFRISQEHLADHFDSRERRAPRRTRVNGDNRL
# DAX1 inh-1: DAX1 (NR0B1) inhibition, primary screen; hit rate 1.1% among 370,000; HEK293T StAR-luciferase reporter, SF-1/DAX-1 repression relief; inhibition, % at 6.8 µM; AID 652010;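 active = inhibition above the mean over all tested compounds plus 3 SD, cut at about 3.6% in these data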;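 note: 0% = DAX-1 cells with DMSO and 100% = cells lacking DAX-1 with DMSO; higher inhibition means more luminescence from relief of DAX-1 repression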
# ssDAF-12 act: S. stercoralis DAF-12 activation, primary screen; activation, % at 6.8 µM; AID 652126; HEK293 ssDAF-12/GRIP1 lit1-tk-luc reporter, luminescence; % of 3 µM dafachronic acid response; hit rate 1% among 370,000;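 active = activation above the mean over all tested compounds plus 3 SD, cut at about 0.9% in these data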;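 note: 0% = DMSO-only wells and 100% = 3 µM delta7-dafachronic acid wells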
# sPLA2-III inh: Inhibits HGIII-sPLA2 liposome hydrolysis, primary screen; QFRET BODIPY PC-A2 liposome hydrolysis, fluorescence; AID 743126; inhibition, % at 12.2 µM; Q9NZ20; hit rate 0.56% among 370,000;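 active = inhibition above mean plus 3 SD of compounds lying within the high and low control bounds, cut at about 19% in these data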;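 note: 0% = median of test compound wells and 100% = no enzyme DMSO wells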
# GAA850 FXN act: increases GAA850 frataxin promoter reporter activity | activation, % at 6 µM | AID 540364 | hit rate 0.56% among 360,000 | HEK293 lucGAA850 FXN promoter luciferase reporter, 24 h; percent of 10 µM SAHA response;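 active = activation above the average of all compounds screened plus 3 SD, cutoff fixed separately per campaign, cut at about 7.5% in these data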;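 note: 0% = DMSO wells and 100% = 10 µM SAHA wells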
# hcDAF12 agonist: H. contortus DAF-12 activation, primary screen. HEK293 hcDAF-12 lit1-tk-luc reporter, luminescence; 0% DMSO, 100% Δ7-dafachronic acid. activation, % at 6.8 µM. hit rate 1.4% among 370,000. AID 652067;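 active = activation above the mean of all tested compounds plus 3 SD, cut at about 5.5% in these data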;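 note: 100% = response to 3 µM Δ7-dafachronic acid high control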
# ADAM10 inh: inhibits human ADAM10; O14672; recombinant ADAM10, EDANS/DABCYL FRET peptide cleavage, 3 h; inhibition, % at 7 µM; hit rate 0.62% among 370,000;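 active = inhibition above a per-campaign cutoff equal to the mean of compounds falling between control-based bounds plus 3 SD, cut at about 20% in these data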;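 note: 0% = DMSO wells while the 100% control is not disclosed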
# DAX1 inh-2: NR0B1 (DAX1) inhibition. P51843. hit rate 0.99% among 340,000. inhibition, % at 6.75 µM. HEK293 Gal4-DAX1 luciferase reporter, luminescence. AID 504766;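 active = inhibition above the mean over all tested compounds plus 3 SD, cut at about 4.2% in these data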;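 note: 0% = DAX1-transfected cells with DMSO and 100% = empty-vector control cells with DMSO; inhibition shows as a rise in luminescence from relieved DAX1 repression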
# PLCb3 inh: blocks human PLC-beta3 enzyme activity | AID 720704 | inhibition, % at 12.2 µM | Purified PLC-beta3, fluorogenic substrate, fluorescence | Q01970 | hit rate 0.18% among 370,000; in the data active = inhibition above about 11%;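 note: 0% = median of compound wells on plate and 100% = full blocker control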
# hgDAF12 agonist: hgDAF-12 agonism, primary luciferase screen; HEK293 GAL4-hgDAF12 UAS-luciferase reporter, agonist luminescence; normalized to butyrate control; activation, % at 6.8 µM; hit rate 1.8% among 370,000; AID 687014;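 active = activation above a cutoff set at the mean of all screened compounds plus 3 SD, cut at about 10% in these data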;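 note: 0% = DMSO wells and 100% = sodium butyrate wells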
# ADAM17 inh: inhibitors of human ADAM17; P78536; recombinant ADAM17, EDANS/DABCYL FRET peptide cleavage; inhibition, % at 6.95 µM; hit rate 0.83% among 370,000; AID 720648;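 active = inhibition above the mean of compounds lying between control limits plus 3 SD, set per campaign, cut at about 8.5% in these data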;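 note: 0% = DMSO-only wells as the low control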
# Numbers without * were called inactive; . = not tested or not shown.
# Values run as follows: PLCg1 inh	DAX1 inh-1	ssDAF-12 act	sPLA2-III inh	GAA850 FXN act	hcDAF12 agonist	ADAM10 inh	DAX1 inh-2	PLCb3 inh	hgDAF12 agonist	ADAM17 inh
> Clc1ccc(CN2CCSCC2)c(Cl)c1
 : -1	-0.4	-0.1	5	1.4	-1.6	4	0.3	-4	-2.3	1
> Cc1cccc(C)c1NC(=O)CNCC(=O)N(C)C
 : 8	1.3	-1.6	-3	1.1	-0.6	6	-0.2	4	3.2	-5
> O=C(Nc1cccc(C(=O)N2CCOCC2)c1)NC1CCCCC1
 : 0	-0.2	-0.5	0	0.5	-0.7	-2	0.0	-2	0.2	-3
> CC(C)c1cc(C(=O)N/N=C/c2cccnc2)cs1
 : -2	-0.3	-0.4	10	5.8	-0.6	-3	-0.1	-3	3.9	-3
> N#CC1CN(Cc2ccccc2)CN(Cc2ccccc2)C1
 : -1	0.0	-0.7	0	0.7	-2.1	5	0.1	-7	0.6	-2
> C=CCOC(=O)CCP(=O)(CCC(=O)OCC=C)c1ccccc1
 : 1	-0.3	-0.8	6	0.1	-0.8	0	0.4	-3	0.2	-2
> COc1ccc(Cn2ccnc2SCC(=O)Nc2nnc(C)s2)cc1
 : 4	-0.9	-0.4	2	-0.4	1.0	-2	0.0	-8	0.0	-1
> CCCCn1c2c(c3ccccc31)CCc1nonc1-2
 : -24	0.8	-1.2	-13	0.5	-0.8	-33	-1.0	-30	-1.4	-11
> COc1ccccc1NS(=O)(=O)c1ccc(OC)c([N+](=O)[O-])c1
 : 3	0.1	-1.1	-7	2.2	-1.4	-4	-0.8	2	-3.4	2
> O=c1c2ccccc2oc2c1oc1ccccc12
 : 0	6.6*	0.1	-5	1.8	4.8	-18	2.6	-2	15*	-4
> Cc1cccc(Oc2nc3c(c(=O)n(C)c(=O)n3C)n2C)c1
 : 2	-0.2	-1.6	4	-2.6	-0.2	-3	1.4	-8	-1.7	-6
> CCCOC(c1ccccc1)(c1ccc(C(F)(F)F)cc1)C(Oc1nc(C)cc(C)n1)C(=O)O (centres undefined)
 : -2	-1.4	-1.7	-11	-7.0	-0.7	-3	-3.2	3	-9.8	-2
> O=C(COc1ccccc1)Nc1ccc(S(=O)(=O)N2CCCCCC2)cc1
 : 3	-1.2	-1.6	-29	0.9	-1.5	12	-0.6	4	0.5	5
> CC(C)CN1C(=O)C(=O)N(CC(=O)NC2CCCc3ccccc32)C1=O (centres undefined)
 : 0	0.0	-1.9	6	-0.5	0.7	9	2.8	-3	3.2	-3
> CCc1cn(C2CC(O)C(CO)O2)c(=O)[nH]c1=O (centres undefined)
 : 1	0.1	-0.9	0	1.1	-0.4	2	1.1	-5	-0.3	0
> CNC(=O)NCCN1CCCC1=O
 : -1	-0.8	-0.9	-2	-0.3	-0.5	-4	-0.5	-1	-1.0	-4
> CN(c1ccc([N+](=O)[O-])cc1)c1cc2c(c3c1ccn3C)C1CCC2C1 (centres undefined)
 : -2	-0.7	0.0	0	.	1.3	0	.	1	0.2	-2
> COc1cc(C)nc(OCCNC(=O)COc2ccc(Cl)cc2C)n1
 : 1	-0.4	-1.6	-2	-0.2	-1.7	-3	0.2	-1	-2.2	-3
> C=C(C)CSc1nnc(-c2cc(OC)c(OC)c(OC)c2)n1N
 : 2	0.0	-0.9	5	-1.6	-1.5	-1	0.4	5	-1.0	2
> CCOC(=O)c1oc2ccccc2c1CSc1nnnn1-c1ccc(C)cc1
 : 3	-0.3	-1.3	2	-1.0	-2.3	5	0.0	8	-2.5	2
> CN(C(=S)NC(=O)C1CC1)c1ccc(O)cc1
 : 0	-0.6	-0.6	2	0.0	2.0	-19	-0.6	-14	-0.5	-1
> O=[N+]([O-])c1ccc(-c2nc(Cl)c3c(n2)CCCC3)o1
 : 3	-0.8	-0.8	2	-0.3	1.0	-9	-0.1	5	2.0	4
> N#Cc1cc(N)ccc1-n1cccc1
 : -4	-0.1	-1.6	4	-1.0	0.8	-4	-0.2	-13	-2.4	-3
> Nc1ccc(NC(=O)c2cccc(C(=O)Nc3ccc(N)cc3Cl)c2)c(Cl)c1
 : 1	-0.6	-1.8	7	-2.4	0.6	-4	1.5	-3	1.1	-2
> COc1ccc(S[C@]2(C(=O)N(C)C)CC(=O)N(c3ccc(OC)cc3)[C@@H]2c2ccc(OC)cc2)cc1
 : 4	-0.5	-1.4	-13	.	-2.1	8	.	-1	-1.0	3
> COc1ccc(-c2nc(Cc3ccc(Cl)cc3)no2)cc1OC
 : 0	-0.4	-1.0	-2	2.4	0.6	3	2.1	0	2.5	0
> COc1ccc(CNCCc2ccc([N+](=O)[O-])cc2)c(OC)c1OC
 : 4	0.2	-1.4	-2	-0.4	-1.0	1	-0.5	-1	1.6	1
> O=C1N(c2ccccc2C(F)(F)F)OC1(Cc1ccccc1)c1ccccc1 (centres undefined)
 : 2	-0.6	-1.3	-3	-1.6	-1.6	-5	-0.6	10	-1.3	3
> C=CCn1cc(C(=O)N2CCN(C)CC2)c(=O)c2cc(S(=O)(=O)N3CCCC3)ccc21
 : 0	0.9	-1.5	-1	0.5	-1.1	-10	2.0	0	0.6	-1
> COC(=O)c1ccc(N2OC3(C)C=CC2CC3)cc1 (centres undefined)
 : -6	0.8	-1.0	8	4.3	0.1	-11	-0.4	-6	4.3	-5
> Cc1noc(C)c1COc1ccc(C(=O)OCC(=O)NCCN2C(=O)CSC2=O)cc1
 : 1	0.0	-1.5	-7	1.6	-2.0	0	0.0	0	4.1	-2
> COc1cc(SC)ccc1C(=O)N1CC(C)OC(C)C1 (centres undefined)
 : -1	0.5	-1.4	3	2.2	-0.9	-7	-1.1	1	1.7	-2
> CCOC(=O)C(=O)N(Cc1ccccc1)c1ccccc1C(=O)Nc1cc(OC)ccc1OC
 : 2	-0.5	-1.8	-3	.	-1.9	9	.	0	-2.2	4
> O=[N+]([O-])c1ccc(O)c2ncccc12
 : 5	-3.5	-1.3	-6	-4.3	-2.2	6	-2.3	-1	-6.6	1
> CC1CCN(S(=O)(=O)c2ccc(NC(=O)[C@@H]3CCCN3C(=O)c3cccs3)cc2)CC1
 : -1	-0.3	-1.2	-5	0.5	0.8	-9	-0.4	-5	0.9	-1
> O=C(C1CC1)N1CCC(c2nc(-c3ccc(S(=O)(=O)N4CCCC4)cc3)no2)CC1
 : 2	-2.2	-1.9	-7	2.2	-3.5	-5	-1.1	0	0.7	-3
> CCC(CC)NC(=O)c1ccc2nc[nH]c2c1
 : 2	-0.4	-1.0	5	1.8	-0.4	4	-0.3	5	-2.3	2
> CS(=O)(=O)N(CC(=O)N1CCCCCC1)c1cccc([N+](=O)[O-])c1
 : 3	-0.8	-0.7	-3	2.3	-1.3	10	-0.7	-3	-2.4	-1
> COc1ccc(CN2CCC(Oc3cc(C(=O)NC4CC4)ccc3OC)CC2)c(O)c1
 : 3	-1.7	-1.3	-6	4.3	-0.9	6	-0.3	3	2.1	-2
> O=C(O)c1ccccc1NC(=O)c1ccccc1Nc1ccccc1
 : -1	0.1	-1.0	-20	-1.2	1.1	3	-0.6	-12	2.0	-2
> O=C(CSc1nnc(-c2ccccc2O)o1)Oc1ccc(Br)cc1
 : -4	0.9	-1.0	-4	-1.1	2.3	3	1.0	-5	0.6	-2
> O=C(O)c1ccccc1-c1nc2cc(Cl)ccc2c(=O)n1O
 : -45	-0.1	-0.6	11	1.6	0.3	-7	0.0	-57	3.6	-8
> COc1ccc(OC)c(NC(=O)c2cn(C)c(=O)c3cc(OC)c(OC)cc23)c1
 : 0	-1.4	-1.0	8	-1.4	-2.1	4	-0.2	0	-2.8	0
> c1ccc(CNc2ncnc3c2ncn3C2CCCCO2)cc1 (centres undefined)
 : -3	2.4	0.2	6	3.4	3.0	3	0.6	0	8.3	-3
> O=C1c2ccccc2C(=O)N1CN(C(=O)COc1ccccc1)c1ccccc1
 : -2	0.1	-1.2	-1	0.3	2.5	0	-0.4	2	0.3	-6
> COc1cc(C(=O)N2CCCN(c3nc4cc(C)ccc4cc3C#N)CC2)cc(OC)c1OC
 : -9	-0.2	-0.4	-3	.	1.2	-30	.	-13	2.5	-11
> CCCn1c(C(CO)Nc2nc(C)cs2)nc2ccccc21 (centres undefined)
 : 2	0.0	-0.6	4	-1.6	-1.4	-3	0.4	2	-0.4	-2
> COC(=O)C[C@H]1C[C@@H]2c3cc(NC(=O)Nc4ccccc4)ccc3O[C@@H]2[C@@H](CO)O1
 : 1	0.4	-1.1	-2	-1.8	0.6	-9	2.2	-4	-1.0	-5
> Nc1nc2ncc(C(=O)c3cc(F)ccc3O)cc2s1
 : -4	0.0	-0.8	-3	1.8	-0.3	-15	-0.1	-14	0.3	-6
> O=C1c2cccnc2C(Nc2ccc(F)c(Cl)c2)N1Cc1cccs1 (centres undefined)
 : 3	-0.1	-1.2	-5	4.3	-2.2	11	-1.2	1	-4.1	2
> CC(C)OC(=O)CSc1nnc(COc2ccc([N+](=O)[O-])cc2)n1C
 : 4	-0.3	-1.1	-1	2.4	-1.9	-2	-0.3	7	3.3	-2
> OC(CC#CCN1CCOCC1)(c1ccccc1)c1ccccc1
 : -2	0.0	-2.0	10	1.8	-0.8	-3	1.4	-1	-2.2	-5
> COc1ccc(N(C(=O)c2cnccn2)C(C(=O)NC2CCCCC2)c2ccc(Cl)cc2)cc1 (centres undefined)
 : 3	-0.3	-0.9	-1	2.5	-0.8	3	1.3	3	2.0	-2
> CC(C)(C)C1CCC(OCC(O)CN2CCN(c3ccccn3)CC2)CC1 (centres undefined)
 : 1	-0.5	-0.5	-9	1.9	0.1	6	-0.9	-1	-0.9	0
> O=C(O)Cn1c(=O)n(Cc2ccccc2)c2ccccc21
 : 2	1.1	-0.4	1	2.7	-2.3	-1	0.2	-6	1.2	2
> COc1ccc(C(=O)NCC(=O)OCc2ccc(F)cc2)cc1
 : 3	-0.1	-1.1	8	2.0	-0.5	0	0.1	0	6.9	-2
> Cc1ccccc1Oc1cc(NC(=O)Cn2cnc([N+](=O)[O-])c2)cc([N+](=O)[O-])c1
 : 4	-2.6	-2.2	-22	1.2	-3.7	12	-2.7	6	-2.2	7
> O=C(O)C1CC=CCC1C(=O)Nc1ccccc1C(=O)N1CCN(c2ccc(Cl)cc2)CC1 (centres undefined)
 : 5	0.8	0.1	-1	1.4	-0.6	0	.	-1	-2.4	2
> Cc1ccc(OC(C)C(=O)Nc2ccc(S(=O)(=O)N3CCOCC3)cc2)cc1 (centres undefined)
 : 4	-2.0	-1.2	-4	2.4	-1.3	-2	-0.8	0	-1.1	5
> CC(=O)Nc1ccc(NC(=O)C2CCCN2C(=O)Nc2cccc(F)c2)cc1 (centres undefined)
 : -1	-0.1	-1.1	5	3.5	-0.3	4	-0.2	-4	-1.3	0

# Assay outcomes deposited in PubChem by The Scripps Research Institute Molecular Screening Center.
